HCMV antiviral: qHTS Assay for inhibitors of the human cytomegalovirus (HCMV). 410,000 compounds, 4.5% hits. activity change, negative = inhibition, % at 57.5 µM. HFF cells, HCMV-luciferase reporter, 72 h; hits give low values; in the data active means activity change below about -60%; inconclusive means no clear call, values can overlap the other calls; inactive means above about -39%
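Luciferase read-out from HCMV-luciferase-infected HFFs (MOI 1 PFU/cell) 72 h post infection at 37C; compounds added after 16 h cell attachment; activity normalized between buffer-only basal and Salinomycin (10uM) inhibitor controls.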
FBPA Giardia inh: qHTS Assay for Inhibitors of Fructose-1,6-bisphosphate Aldolase from Giardia Lamblia; Potency, µM (titrated, usually from 59.6 µM), without a hit: top-dose activity, negative = inhibition, actives largely listed as inhibitors; 290,000 compounds, 0.71% hits; purified Giardia FBPA; A8B2U2; AID 2451, 2010; further: potency means the concentration at half of the fitted maximal effect; nearly all actives have a fitted effect of over 55% in size
Target sequence (A8B2U2 whole entry, looked up): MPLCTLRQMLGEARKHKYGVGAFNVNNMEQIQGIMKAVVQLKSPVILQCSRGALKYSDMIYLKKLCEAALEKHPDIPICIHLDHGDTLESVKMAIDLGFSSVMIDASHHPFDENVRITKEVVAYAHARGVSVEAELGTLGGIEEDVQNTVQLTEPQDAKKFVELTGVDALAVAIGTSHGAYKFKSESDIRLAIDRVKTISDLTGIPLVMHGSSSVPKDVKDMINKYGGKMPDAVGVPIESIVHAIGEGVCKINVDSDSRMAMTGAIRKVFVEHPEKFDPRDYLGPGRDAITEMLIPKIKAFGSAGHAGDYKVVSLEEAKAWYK
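Giardia FBPA (40 nM reagent) was preincubated 10 min at RT with compound (up to 57.5 uM final), then substrate plus GAPDH/TPI/NAD/arsenate coupling system with diaphorase/resazurin was added; resorufin fluorescence (525/598 nm) was read after 20 min.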
AMA1 RON2 block: qHTS for Inhibitors of AMA1-RON; Towards Development of Antimalarial Drug Lead: Primary Screen; 360,000 compounds, 0.2% hits; AID 720542, 2013; Plasmodium falciparum AMA1 (3D7) - RON2 peptide interaction; AlphaScreen AMA1-biotinylated RON2 peptide binding; Potency, µM (doses to about 58.2 µM), for inactives: at the top dose activity change, negative = inhibition, usual class: inhibitors;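 further: potency means the concentration at half of the fitted maximal effect; 0% = vehicle wells and -100% = peptide control; nearly all actives have a fitted effect of over 45% in size; some results filed as inactive show a strong effect at the top dose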
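AMA1 (3D7) with his tag at 25 nM final met compounds first, then biotinylated RON2 peptide at 25 nM; detection used donor plus acceptor beads, 10 µg/mL apiece, read by AlphaScreen after 30 min at room temperature.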
AmpC detergent: qHTS Inhibitors of AmpC Beta-Lactamase (assay with detergent). AmpC hydrolysis of nitrocefin, absorbance 480 nm, 0.01% Triton. 370,000 compounds, 0.041% hits. Potency, µM (top dose mostly 114 µM), for the others: top-dose activity change, negative = inhibition, most hits filed as inhibitors. P00811. AID 485294, 2010;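 further: potency means the concentration at half of the fitted maximal effect; 0% = no-compound wells and -100% = no-enzyme wells; nearly all actives have a fitted effect of over 25% in size; some results filed as inactive show a strong effect at the top dose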
Target sequence (P00811 whole entry, looked up): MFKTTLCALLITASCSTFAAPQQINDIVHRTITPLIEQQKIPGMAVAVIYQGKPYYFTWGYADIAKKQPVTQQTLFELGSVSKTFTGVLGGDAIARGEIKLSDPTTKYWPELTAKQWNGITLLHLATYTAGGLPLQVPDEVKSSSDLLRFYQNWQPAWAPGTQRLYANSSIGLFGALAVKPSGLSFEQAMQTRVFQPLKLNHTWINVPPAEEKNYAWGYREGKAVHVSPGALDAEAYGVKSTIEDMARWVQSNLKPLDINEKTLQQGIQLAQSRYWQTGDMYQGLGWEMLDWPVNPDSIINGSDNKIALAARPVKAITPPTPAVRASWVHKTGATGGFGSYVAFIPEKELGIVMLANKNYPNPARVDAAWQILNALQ
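20 mM phosphate pH 7.0 + 0.01% (detergent screen) or 0.0001% Triton X-100; 5.3 nM AmpC reagent; cpd preinc 15 min RT; nitrocefin (800 uM stock) to start; A480 q20 s × 4 min; Activity was normalised to no-enzyme and no-compound control wells.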
AmpC no deterg: qHTS Inhibitors of AmpC Beta-Lactamase (assay without detergent). P00811. AmpC nitrocefin hydrolysis, absorbance 480 nm, 0.0001% Triton. Potency, µM (titrated, usually from 57.1 µM), for inactives: top-dose activity change, negative = inhibition, actives largely listed as inhibitors. 330,000 compounds, 0.52% hits. AID 485341, 2010;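 further: potency means the concentration at half of the fitted maximal effect; plate controls were no compound for no effect and no enzyme for full effect; nearly all actives have a fitted effect of over 20% in size; some results filed as inactive show a strong effect at the top dose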
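AmpC (5.3 nM in the dispensed reagent) in 20 mM phosphate pH 7.0 with 0.01% (detergent screen) or 0.0001% Triton X-100 was preincubated with compounds for 15 min at room temperature. Nitrocefin was then added from an 800 uM solution, and hydrolysis was followed at 480 nm.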
Sm TGR block: qHTS Assay for the Inhibitors of Schistosoma Mansoni Peroxiredoxins; purified TGR, DTNB reduction, TNB absorbance 405 nm; Potency, µM (titrated, usually from 114 µM), inactives show at the highest dose activity change, negative = inhibition, usual class: inhibitors; 360,000 compounds, 3% hits; further: potency means the concentration at half of the fitted maximal effect; nearly all actives have a fitted effect of over 60% in size
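TGR 20 nM + NADPH 100 uM (dispensed conc.), cpd preinc 15 min RT; start with NADPH (500 uM addition) then DTNB (15 mM addition). Kinetic TNB absorbance, 405 nm filter. Four-parameter Hill fit across titration.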
The depositor's hits bear a star; ? = inconclusive; . = no result given; & = joins results of further samples; [ ] = remark or other dose. Unless noted, the call rests on the fitted dose curve; in most records, active means well fitted curve in the direction sought with a large enough effect; inconclusive means small, poorly fitted or top-dose-only effect, or another doubt; inactive means no such curve, though single readings can be large; an effect the other way counts as inactive or inconclusive. Unless noted, on the % scale 0 is the no-effect control and ±100 the full control effect.

SMILES	HCMV antiviral	FBPA Giardia inh	AMA1 RON2 block	AmpC detergent	AmpC no deterg	Sm TGR block
CCC(CC)C(=O)Nc1cccc(C(=O)N2CCCCCC2)c1	-14	5%	6%	-7%	1%	-23%
Cc1cc(C(=O)CSc2nnnn2-c2ccccc2)c(C)n1CC1CCCO1 (stereo not drawn)	40	-2%	-20%	-6%	-19%	-14%
CCN(c1ccccc1)S(=O)(=O)c1cc(C(=O)Nc2ccc(F)c(F)c2)ccc1F	-91*	2%	1%	-5%	-54%	-1%
CCn1cc([N+](=O)[O-])c(C(=O)N2CCCc3ccccc32)n1	63	-2%	4%	1%	-1%	-8%
CC(C)C[C@H]1CN=C(Nc2ccccc2)N1CCC1CCCC1	-24	6%	-4%	-14%	4%	4%
O=C(OCc1ccc(Cl)c(Cl)c1)c1cccnc1Cl	-31	-4%	157%[activator]	-10%	-11%	3%
CCC1CCc2c(sc(NC(=O)C3c4ccccc4Oc4ccccc43)c2C(N)=O)C1 (stereo not drawn)	-36	1%	3%	-7%	-60%	10%
CCn1nnc(-c2ccccc2NC(=O)c2cccc(-n3cnnn3)c2)n1	-22	1%	1%	4%	-1%	35%
Cc1noc(Cn2c(=O)c3ccccc3n(CC(=O)Nc3ccc(Cl)cc3)c2=O)n1	-11	.	.	13%	.	12%
Cc1ccc(-n2ncc3c2CC(C)(C)CC3NC(=O)c2ccccn2)cc1 (stereo not drawn)	-31	8%	-3%	-9%	92%[activator]	-7%

Record cards, from the list above:
`Cc1noc(Cn2c(=O)c3ccccc3n(CC(=O)Nc3ccc(Cl)cc3)c2=O)n1` reads HCMV antiviral: -11; FBPA Giardia inh: .; AMA1 RON2 block: .; AmpC detergent: 13%; AmpC no deterg: .; Sm TGR block: 12%
`CCn1nnc(-c2ccccc2NC(=O)c2cccc(-n3cnnn3)c2)n1` reads HCMV antiviral: -22; FBPA Giardia inh: 1%; AMA1 RON2 block: 1%; AmpC detergent: 4%; AmpC no deterg: -1%; Sm TGR block: 35%
`CC(C)C[C@H]1CN=C(Nc2ccccc2)N1CCC1CCCC1` reads HCMV antiviral: -24; FBPA Giardia inh: 6%; AMA1 RON2 block: -4%; AmpC detergent: -14%; AmpC no deterg: 4%; Sm TGR block: 4%

Further compounds.
SMILES	HCMV antiviral	FBPA Giardia inh	AMA1 RON2 block	AmpC detergent	AmpC no deterg	Sm TGR block
COC(=O)C1=C(C)N(Cc2ccccc2)C(=NCCCCO)N[C@H]1c1ccccc1	.	8%&-5%	-2%	?	-14%&29%	4%&-7%
CSC(=NC#N)N1CCN(c2cccc(Cl)c2)CC1	-67*	-5%	11%	1%	11%	-1%
Cc1nn(-c2nc3ccccc3s2)c(N)c1-c1ccc(Cl)cc1	93	3%	-20%	-4%	-20%	-7%
COc1cc2[nH]c(=O)n(Cc3ccc(C(=O)N4CCN(c5cc(Cl)ccc5C)CC4)cc3)c(=O)c2cc1OC	-4	.	.	-2%	.	-20%
COc1ccc(F)cc1CN1CCN(CC(=O)Nc2ccccc2C(=O)NC2CC2)CC1	-18	.	15%	10%	127%[activator]	-7%
O=C1c2ccccc2C(=O)N1CCCCCCc1ccccc1	-11	.	189%[activator]	6%	-13%	-3%
CCCN(CCC)C(=O)C(Cc1ccccc1)NS(=O)(=O)c1ccc2c(c1)c(=O)n(C)c(=O)n2C (stereo not drawn)	2	.	.	5%	.	-10%
COc1cc2[nH]c(=S)n(Cc3ccc(C)cc3)c(=O)c2cc1OC	-19	3%	94%[activator]	?	-19%	0%
CC(C)CN(C(=O)C(c1ccccc1)c1ccccc1)c1c(N)n(CC(C)C)c(=O)[nH]c1=O	-11	7%	2%	4%	-20%	14%
COc1cc(C2CC(=O)N(Cc3cccc(F)c3)c3ccccc3S2)cc(OC)c1OC (stereo not drawn)	-95*	.	.	-3%	.	0%
O=C(Nc1ccc(Br)cc1)c1cccc(N2C(=O)C3C4C=CC(C4)C3C2=O)c1 (stereo not drawn)	77	1%	4%	2%	-3%	-14%
NC(=O)c1ccc(SCC(=O)OCC(=O)NC2CCCCCCC2)c([N+](=O)[O-])c1	?	.	15%	?	-32%	-2%
CCOc1ccc(-c2nc3c(c(SCC(=O)N4CCCCC4)n2)Cc2ccccc2O3)cc1	-2	.	.	5%	.	1%
O=C(CSc1nnc2ccccn12)Nc1ccc(N2CCOCC2)cc1	12	.	1%	.	-17%	.
Cc1c(OCC(=O)N[C@H](C(=O)O)c2ccccc2)ccc2c3c(c(=O)oc12)CCCC3	1	26%	9%	-6%	-23%	-5%
COc1ccc(Nc2oc(-c3ccco3)nc2S(=O)(=O)c2ccc(F)cc2)cc1	?	-9%	-7%	?	-23%	-17%
Cc1ccc(NC(=O)Cn2nnnc2-c2ccccc2N)cc1	9	.	.	-1%	.	-8%
Cc1cc(C)c(C#N)c(SCC(=O)Nc2cccc(S(=O)(=O)N3CCCC3)c2)n1	-15	.	-9%	6%	-17%	-6%
CCCN1CCC(=O)N([C@H](CN=[N+]=[N-])CC(C)C)CC1	44	-6%	14%	-13%	60%[activator]	-19%
O=C(CCC1CCCC1)N1CCN(C(=O)c2ccco2)CC1	-2	2%	-6%	-5%	3%	3%[11.4 µM]
O=C(Nc1cccc(-c2nnc(-c3ccccc3)o2)c1)c1ccco1	3	0%	-3%	-4%	-12%	12%
Cc1ccc(S(=O)(=O)N2CC(C)N(S(C)(=O)=O)C2)cc1 (stereo not drawn)	0	1%	4%	-1%	-5%	-16%
CCn1cc(CCCC(=O)NCc2cccnc2)c2ccccc21	-3	-5%	-10%	?	18%	-15%
COc1cccc(-c2cn(-c3cccc(C(F)(F)F)c3)c(=S)[nH]2)c1	?	14%	53%[activator]	-6%	-31%	0%
CCc1ccc(NC(=O)c2ccc(F)c(S(=O)(=O)N(C)C3CCCCC3)c2)cc1	-98*	.	.	0%	.	0%
Cc1cc(N2C(=O)C(O)=C(C(=O)c3ccco3)C2c2cccnc2)no1 (stereo not drawn)	.	-8%	.	1%	-17%	-37%
O=C(O)c1ccc(NC(=O)c2cccc(S(=O)(=O)Nc3ccc(C(=O)O)cc3)c2)cc1	14	2%	1%	3%	-9%	2%
Cc1nc2ccccn2c1C(=O)NN=C1CCCC1	?	-13%	48%[activator]	-9%	-17%	-1%
CCN(CC)CCNC(=O)CCc1nn(C)c(=O)c2ccccc12	-11	0%	-19%	-5%	-8%	8%
Cc1cc(C)n2nc3ccccc3c2n1	72	4%	8%	-1%	-16%	2%

An excerpt from above, reduced to AmpC no deterg, AmpC detergent and HCMV antiviral:
smiles,AmpC no deterg,AmpC detergent,HCMV antiviral
O=C(O)c1ccc(NC(=O)c2cccc(S(=O)(=O)Nc3ccc(C(=O)O)cc3)c2)cc1,-9%,3%,14
Cc1nc2ccccn2c1C(=O)NN=C1CCCC1,-17%,-9%,?
CCN(CC)CCNC(=O)CCc1nn(C)c(=O)c2ccccc12,-8%,-5%,-11
Cc1cc(C)n2nc3ccccc3c2n1,-16%,-1%,72

(list continues)
SMILES	HCMV antiviral	FBPA Giardia inh	AMA1 RON2 block	AmpC detergent	AmpC no deterg	Sm TGR block
COc1ccc(NS(=O)(=O)c2ccc3[nH]c4c(c3c2)CCCCC4)cc1	-9	.	.	-9%	.	0%
Cc1ccc(-c2nc3cc(C(C)C)ccc3o2)cc1NC(=O)c1cc([N+](=O)[O-])ccc1N1CCOCC1	?	.	.	4%	.	2%
CCOc1ccc(NC(=O)COC(=O)CCS(=O)(=O)c2ccc(C)cc2)cc1	-4	0%	-1%	1%	10%	-12%
S=c1[nH]nc(C2CCCCC2)n1/N=C/c1ccccc1	8	19%	77%[activator]	4%	-10%	1%
CCCc1nc(NC(=O)c2ccccc2)nc(NC(=O)c2ccccc2)n1	0	0%	5%	6%	-24%	3%
Cc1ccc(C)c(Cn2c(C)c(CNCc3ccc(F)cc3)c(C(=O)O)c2C)c1	18	.	.	-6%	.	-13%
COC(=O)[C@H]1C[C@H]1[C@@H](NC(=O)c1cccnc1)c1ccccc1	4	7%	3%	.	.	.
CCOC(=O)c1cccc(NC(=O)CCS(=O)(=O)c2cccc3nsnc23)c1	5	-6%	-4%	?	7%	?
CC1CCc2[nH]nc(C(=O)O)c2C1 (stereo not drawn)	13	?	12%	?	-18%	2%
CCCCn1c(=O)n(C)c(=O)c2c3c(sc21)COC(C)(C)C3	-16	4%	-3%	-9%	2%	-31%

An excerpt from above in order of SMILES length, smallest number first.
SMILES	HCMV antiviral	FBPA Giardia inh	AMA1 RON2 block	AmpC detergent	AmpC no deterg	Sm TGR block
CC1CCc2[nH]nc(C(=O)O)c2C1 (stereo not drawn)	13	?	12%	?	-18%	2%
CCCCn1c(=O)n(C)c(=O)c2c3c(sc21)COC(C)(C)C3	-16	4%	-3%	-9%	2%	-31%
CCOC(=O)c1cccc(NC(=O)CCS(=O)(=O)c2cccc3nsnc23)c1	5	-6%	-4%	?	7%	?
Cc1ccc(C)c(Cn2c(C)c(CNCc3ccc(F)cc3)c(C(=O)O)c2C)c1	18	.	.	-6%	.	-13%

(next part)
SMILES	HCMV antiviral	FBPA Giardia inh	AMA1 RON2 block	AmpC detergent	AmpC no deterg	Sm TGR block
COc1ccccc1NC(=S)NCCSc1ccc(Cl)cc1	-5	7%	0%	-10%	-21%	3%
CCOC(=O)COn1c(=O)c(-c2ccccc2)[n+]([O-])c2ccccc21	-31	-4%	-6%	-8%	-5%	-18%
COc1ccccc1CCC(=O)N1CCN(S(=O)(=O)c2cccc(F)c2)CC1	-14	.	12%	?	15%	-4%
CCc1nn(CC(=O)Nc2c(C)cc(C)cc2C)c(=O)c2cc3sccc3n12	-14	.	.	1%	.	0%
COc1ccc(NS(=O)(=O)c2cc(NC(=O)c3nn(C)c(=O)c4ccccc34)ccc2OC)cc1	37	6%	-8%	2%	49%	3%
CCOc1cc(O)c(-c2[nH]ncc2-c2nc(C)cs2)cc1CC	-15	-25%	112%[activator]	1%	-19%	-8%
COc1cc(/C=C2\CCCc3c2nc2ccccc2c3C(=O)O)cc(OC)c1O	11	?	2%	-8%	-17%	20µM*

Source: PubChem BioAssay (National Center for Advancing Translational Sciences (NCATS))
